Screening results (PubChem)
ELG1 repair inh: blocks ELG1-dependent DNA repair in HEK293T cells | Potency, µM (highest dose often 46.1 µM), for inactives: at the highest dose activity change, negative = inhibition, usual class: inhibitors | 330,000 tested, 2.3% active | HEK293T ELG1-luciferase reporter, luminescence, 16 h; DNA damage induced by 5-fluorouridine; further: potency means the concentration at half of the fitted maximal effect; on the % scale 0 is the no-effect control and ±100 the full control effect; nearly all actives have a fitted effect of over 55% in size
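Overnight (16 hr) co-exposure of 2,000 cells/well to 5-fluorouridine and compound at 37 °C preceded detection. Luciferase was quantified via ONE-Glo luminescence; loss of signal denotes inhibition.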
Menin MLL FP TR: menin-MLL binding inhibition, Texas Red mutant peptide. 270,000 tested, 0.23% active. AID 1768. Menin + Texas Red MLL mutant peptide, fluorescence polarization. Potency, µM (titrated, usually from 61.6 µM), inactives show top-dose FP activity change, negative = inhibition, most hits filed as inhibitors; active means well fitted inhibition curve with a large enough effect in the polarisation, with a control signal flat, not every such curve was filed as active; inconclusive means small, poorly fitted or top-dose-only effect, or effect the other way, or a change in a side signal; inactive means no such curve, though single readings can be large or run the other way; the % refers to the polarisation; further: potency means the concentration at half of the fitted maximal effect; % of control where 0% means no effect; many of its hits are not listed in these tables
Target sequence (O00255 whole entry, looked up): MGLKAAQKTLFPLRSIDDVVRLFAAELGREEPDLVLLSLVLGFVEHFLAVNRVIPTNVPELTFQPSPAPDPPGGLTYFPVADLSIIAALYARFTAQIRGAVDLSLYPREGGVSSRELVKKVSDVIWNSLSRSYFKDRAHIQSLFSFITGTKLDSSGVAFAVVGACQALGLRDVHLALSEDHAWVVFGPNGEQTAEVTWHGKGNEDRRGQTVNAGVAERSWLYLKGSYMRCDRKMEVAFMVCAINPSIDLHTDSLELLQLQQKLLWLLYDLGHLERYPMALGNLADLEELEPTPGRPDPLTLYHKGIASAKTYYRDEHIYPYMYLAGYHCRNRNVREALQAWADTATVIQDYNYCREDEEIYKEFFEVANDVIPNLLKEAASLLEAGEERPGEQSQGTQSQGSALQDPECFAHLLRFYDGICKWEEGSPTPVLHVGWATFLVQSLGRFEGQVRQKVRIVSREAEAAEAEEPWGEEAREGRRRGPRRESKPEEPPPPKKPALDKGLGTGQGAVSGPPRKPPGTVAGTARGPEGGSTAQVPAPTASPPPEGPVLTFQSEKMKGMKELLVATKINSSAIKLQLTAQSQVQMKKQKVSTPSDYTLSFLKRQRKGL
Mito fusion yeast: inhibitors of mitochondrial division or activators of mitochondrial fusion | Potency, µM (doses to about 46.1 µM), for the others: top-dose growth rescue (activation), actives largely listed as activators | 320,000 tested, 0.23% active | S. cerevisiae fusion-defective mutant growth rescue, CellTiterGlo 48 h | AID 485298;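 further: potency means the concentration at half of the fitted maximal effect; % of control where 0% means no effect; nearly all actives have a fitted effect of over 45% in size; temperature-sensitive fusion mutants such as fzo1-1 at 37 °C on non-fermentable ethanol glycerol medium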
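Growth-rescue viability read-out: after 48 h at the non-permissive 37C in glycerol/ethanol YPEG, yeast mitochondrial fusion mutants are measured by CellTiterGlo luminescence; compounds (23 nl pinned per well) restoring growth score as division inhibitors or fusion activators.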
RORg inh: blocks mouse ROR gamma transcriptional activity | P51450 | Drosophila S2 Gal4-RORgamma UAS-luciferase reporter, 20 h | Potency, µM (doses to about 53.6 µM), inactives show at the top dose activity change, negative = inhibition, most hits filed as inhibitors | 310,000 tested, 5.4% active; further: potency means the concentration at half of the fitted maximal effect; on the % scale 0 is the no-effect control and ±100 the full control effect; nearly all actives have a fitted effect of over 60% in size
Target sequence (P51450 whole entry, looked up, the tested form may be a part): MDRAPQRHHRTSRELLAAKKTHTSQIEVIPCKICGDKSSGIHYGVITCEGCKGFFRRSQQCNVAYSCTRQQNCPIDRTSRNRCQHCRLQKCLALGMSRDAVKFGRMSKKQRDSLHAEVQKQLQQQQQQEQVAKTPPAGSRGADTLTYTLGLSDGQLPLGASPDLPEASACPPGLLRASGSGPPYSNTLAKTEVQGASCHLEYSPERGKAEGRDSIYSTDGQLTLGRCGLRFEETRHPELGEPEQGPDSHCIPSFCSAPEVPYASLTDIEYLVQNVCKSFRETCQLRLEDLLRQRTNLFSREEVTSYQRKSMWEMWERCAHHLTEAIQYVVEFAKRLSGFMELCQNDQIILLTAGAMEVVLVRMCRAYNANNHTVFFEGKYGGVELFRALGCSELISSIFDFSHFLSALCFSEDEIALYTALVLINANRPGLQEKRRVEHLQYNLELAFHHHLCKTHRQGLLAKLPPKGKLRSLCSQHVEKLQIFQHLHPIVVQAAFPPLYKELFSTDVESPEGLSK
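Schneider cells (Drosophila), stable Gal4 DBD–ROR gamma + UAS-luc; 1 hr cmpd preincubation; Cu2+ induction 700 uM final; 20 hr ambient; luminescence.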
PKM2 act: increases activity of human pyruvate kinase M2. P14618. purified PKM2, Kinase-Glo ATP luminescence, activation; response scale: 0% is enzyme alone, no compound. Potency, µM (highest dose often 57.5 µM), for the others: at the top dose activation, hits mostly activators. 260,000 tested, 0.34% active. AID 1631; further: potency means the concentration at half of the fitted maximal effect; on the % scale 0 is the no-effect control and ±100 the full control effect; nearly all actives have a fitted effect of over 55% in size
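Kinase-Glo luminescence reports ATP generated from ADP (0.1 mM) and PEP (0.5 mM) by purified hPK-M2 after 1 h at room temperature, pH 7.2 imidazole buffer; intermediate enzyme activity allows detecting inhibitors and activators.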
Rab9 promoter act: activates the Rab9 promoter; Huh7 Rab9 promoter-luciferase reporter, luminescence, 24 h; Potency, µM (series often up to 9.22 µM), for the others: at the top dose activation, negative = inhibition, hits mostly activators; 320,000 tested, 2.8% active; further: potency means the concentration at half of the fitted maximal effect; % of control where 0% means no effect; nearly all actives have a fitted effect of over 60% in size
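Quantitative HTS format; Huh7 Rab9-luciferase reporter cells (1500/well) receive compound 2 h post-plating, incubate 24 h at 37 °C, then get luciferase reagent for 10 min before luminescence reading.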
FLuc counter: inhibits or activates purified firefly luciferase, miR-21 counter-screen. purified FLuc, Km substrates, luminescence inhibition. Potency, µM (titrated, usually from 57.5 µM), without a hit: at the highest dose activity change, negative = inhibition, hits mostly inhibitors. 360,000 tested, 6.9% active. P08659. AID 588342;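 further: potency means the concentration at half of the fitted maximal effect; plate controls were vehicle for no effect and reference inhibitor for full effect; nearly all actives have a fitted effect of over 55% in size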
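Purified P. pyralis luciferase, 10 nM final, with Km-level 10 uM D-luciferin and 10 uM ATP in 50 mM Tris acetate pH 7.5, 10 mM Mg acetate, 0.01% Tween-20, 0.05% BSA; 6-point qHTS titration about 60 µM downward; luminescence read.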
VP16 counter: Gal4-VP16 reporter inhibition counter-screen. Drosophila S2 Gal4-VP16 UAS-luciferase, luminescence, 20 h. Potency, µM (highest dose often 53.6 µM), for the others: at the highest dose activity, negative = inhibition, hits mostly inhibitors. 310,000 tested, 3.5% active. AID 2546;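 further: Gal4-VP16 expression switched on by copper sulfate through the metallothionein promoter; potency means the concentration at half of the fitted maximal effect; on the % scale 0 is the no-effect control and ±100 the full control effect; nearly all actives have a fitted effect of over 50% in size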
KCNH2 3.1 inh: KCNH2 3.1 (human) potassium channel inhibition | U2OS KCNH2 3.1, thallium flux FluxOr; stronger effect = lower value | activity change, % (tested at about 1.8 µM) | 340,000 tested, 0.95% active | AID 720553;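 active means maximum activity change below -70%; inconclusive means maximum activity change from -70% to -50%; inactive means maximum activity change above -50%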;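 further: thallium influx rate constant from kinetic fluorescence after stimulation buffer; on the % scale 0 is the no-effect control and ±100 the full control effect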
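Normalized rate constant (relative to positive and negative DMSO controls) derived from a 2 min kinetic fluorescence read after stimulation; U2OS cells expressing the 3.1 isoform via virus at 1.77 x 10^8 /mL.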
MBNL1-CUG inh: MBNL1-poly(CUG) RNA binding inhibition; Potency, µM (highest dose often 57.5 µM), for inactives: at the top dose activity change, negative = inhibition, usual class: inhibitors; AID 2675; 280,000 tested, 0.036% active; TR-FRET MBNL1-His/biotin-(CUG)12 binding, 665/545 ratio; Q9NR56; active means well fitted inhibition curve with a large enough effect in the signal ratio, with a control signal flat, not every such curve was filed as active; inconclusive means small, poorly fitted or top-dose-only effect, or effect the other way, or a change in a side signal; inactive means no such curve, though single readings can be large or run the other way; the % refers to the signal ratio; further: potency means the concentration at half of the fitted maximal effect; on the % scale 0 is the no-effect control and ±100 the full control effect
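His-tagged MBNL1 binding to biotinylated (CUG)12 RNA was measured by TR-FRET using terbium anti-His antibody (0.055 ng/ul final) and streptavidin-XL665 (5 nM final). Compounds were titrated 92 nM to 58 uM; 60 min at room temperature.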
NPC1 prom act: activators of NPC1 promoter. 320,000 tested, 2.4% active. Potency, µM (top dose mostly 9.22 µM), for the others: top-dose activation, usual class: activators. AID 485313. Huh7 NPC1 promoter luciferase reporter, 24 h;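 further: potency means the concentration at half of the fitted maximal effect; % of control where 0% means no effect; nearly all actives have a fitted effect of over 60% in size; reporter is driven by a mutant NPC1 promoter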
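Readout is luciferase luminescence, reflecting NPC1 promoter activation in stably transfected Huh7 cells after 24 h compound exposure at 37 °C in reduced-serum medium with 10% FBS.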
Starred values were filed as active, the others as inactive; ? = inconclusive; / = no result given; [ ] = another dose, or the depositor's remark. Unless noted, the call rests on the fitted dose curve; in most records, active means well fitted curve in the direction sought with a large enough effect; inconclusive means small, poorly fitted or top-dose-only effect, or another doubt; inactive means no such curve, though single readings can be large; an effect the other way counts as inactive or inconclusive. These rows are one share of the data; count on the stated rates, not on these rows.

SMILES | ELG1 repair inh | Menin MLL FP TR | Mito fusion yeast | RORg inh | PKM2 act | Rab9 promoter act | FLuc counter | VP16 counter | KCNH2 3.1 inh | MBNL1-CUG inh | NPC1 prom act
CCOc1ccc(N(CC(=O)N2CCC(Cc3ccccc3)CC2)S(C)(=O)=O)cc1 | -1% | -18% | 11% | 4% | -24% | -1% | -2% | -16% | -6 | -5% | -6%
Cc1nnc(SCC(=O)Nc2sc3c(c2C(N)=O)CCCC3)[nH]c1=O | -2% | 12% | 1% | 10% | 2% | -2% | ? | 2% | 16 | 6% | -2%
CCC(=O)O[C@]1(C(=O)CCl)[C@@H](C)C[C@H]2[C@@H]3CCC4=CC(=O)C=C[C@]4(C)[C@@]3(F)[C@@H](O)C[C@@]21C | 4% | 0% | 2% | 11µM* | -11% | -3% | 11% | ? | 9 | -27% | -4%
Cc1ccc(OCCCC(=O)Nc2ccc(Cl)c(S(=O)(=O)N3CCOCC3)c2)cc1 | 23µM* | / | 2% | / | / | -17% | -5% | / | -13 | / | -14%
CC(C(=O)NCc1ccccn1)c1ccc([N+](=O)[O-])cc1 (stereo unspecified) | 3% | -10% | -3% | -28% | 3% | -3% | 0% | 19% | -4 | 21% | -6%
CC1CCCN(C(=O)C2CCN(CC(C)c3ccccc3)CC2)C1 (stereo unspecified) | 2% | -2% | -1% | 3% | -2% | -1% | -2% | 7% | 15 | -9% | -4%
O=C(Nc1ccc(S(=O)(=O)NC2=NCCCCC2)cc1)c1ccc(Cl)cc1Cl | -5% | / | 10% | / | / | -2% | ? | / | -4 | / | 0%
O=C(Nc1ccccc1C(=O)NCCCN1CCOCC1)c1ccc(Cl)cc1 | 4% | 12% | 5% | 10% | 3% | 1% | 3% | 1% | -6 | -6% | 2%
CCCn1c(SCC(=O)c2ccc3c(c2)OCCO3)nnc1-c1ccco1 | 0% | -11% | 4% | 32% | 4% | 10% | ? | 17% | 7 | -12% | -6%
O=C(CNC(=O)c1ccco1)NCC(=O)OCc1cccc(C(=O)Oc2ccccc2)c1 | -12% | 9% | -2% | -22% | 10% | -3% | -8% | -11% | 2 | 4% | -1%
CNc1nc(C23CC4CC(CC(C4)C2)C3)cs1 | -26% | -16% | 5% | 10µM* | -4% | 0% | -18% | -25% | 2 | 4% | -4%
Cc1cccn2c(=O)c(C=C(C#N)C#N)c(N3CCN(c4cccc(Cl)c4)CC3)nc12 | ? | 11% | ? | 38% | / | -14% | -2% | -6% | -6 | 1% | 0%
NS(=O)(=O)c1ccc(CNc2ccc3ccccc3n2)cc1 | ? | 18% | 5% | 35% | -3% | ? | ? | 3% | -8 | -1% | ?
CCn1cc(/C=N\NC(=O)c2ccc(Cl)cc2)cn1 | 0% | -8% | -3% | 11µM* | -3% | -1% | -17% | -8% | 1 | 9% | -6%
COc1ccc(C2c3c(ncn(CCN4CCOCC4)c3=N)Oc3ccc4ccccc4c32)cc1OC (stereo unspecified) | -13% | ? | 0% | -108% | 20µM* | 3% | 0% | 13µM* | 7 | 6% | -3%
C/C(=N\OCC(=O)Nc1nc2ccccc2s1)c1ccccc1 | 10% | ? | -11% | 10% | -2% | -5% | ? | 1% | 3 | -11% | -2%
O=C(c1ccc(Cl)nc1)N1CCN(S(=O)(=O)c2ccccc2)CC1 | -9% | / | -2% | -25% | 4% | -3% | 3% | 5% | -5 | -8% | -6%
COc1ccc(CCNCc2cc(C)n(-c3ccc(OC)cc3)c2C)cc1 | -7% | / | -14% | -24% | / | -1%[1.84 µM] | -1% | 8% | -3 | 1% | -1%
Cc1cc(NC(=O)CSc2nc(Cc3ccccc3)c(C)[nH]2)no1 | -1% | -4% | -6% | -18% | 5% | -2% | ? | 3% | 2 | -5% | -1%
CCN1CCN(C(c2cccs2)C(C)NC(=O)c2ccco2)CC1 (stereo unspecified) | 3% | 15% | 1% | 1% | 4% | -1% | 4% | 2% | -9 | -5% | -5%
O=C(Nc1ccc(Cl)c(Cl)c1)c1ccc2c(c1)OCO2 | ? | ? | 4% | / | -1% | 0.56µM* | 1.5µM* | / | -18 | 9% | 0.79µM*
Cc1ccc(CNc2oc(-c3ccco3)nc2C#N)cc1 | -4% | 0% | 7% | 40% | -7% | -1% | -9% | -1% | 1 | 4% | 1%
CC[C@@H]1C(c2cccc(Cl)c2)=NN(c2ccc(Br)cc2)[C@H]1C(=O)N1CCOC1=O | 3% | ? | / | 2% | / | / | / | -3% | -8 | / | /
CC1CCC(=C(C#N)c2nc(-c3cc4ccccc4oc3=O)cs2)CC1 (stereo unspecified) | ? | 8% | 25% | -18% | 1% | 4µM* | 2.7µM* | ? | -3 | 5% | 3.5µM*
COc1ccccc1CNC(=O)COC(=O)c1sc(C)nc1C | -3% | / | -1% | / | / | -4% | / | / | -3 | / | -3%
COC(C/C=C\[C@@H](O)COCc1ccccc1)OC | 8% | / | 10% | 6% | 0% | -2% | 0% | -19% | 22 | -5% | -5%
CCS(=O)(=O)N1CCCC(C(=O)NCc2cccc(OC)c2)C1 (stereo unspecified) | -13% | 2% | -6% | 0% | 1% | 0% | -2% | 12% | -1 | -5% | 3%
Cc1ccc2nc(NC(=O)Cn3nc(C)c([N+](=O)[O-])c3C)sc2c1 | 9% | 12% | -11% | -6% | 3% | 0% | 2% | -8% | -94* | / | -2%
Cc1ccc(NC(=O)Nc2ccccc2)cc1[N+](=O)[O-] | ? | ? | 16% | ? | -7% | ? | 8.5µM* | ? | 3 | 13% | ?
CCCCn1c(-c2csc(CC)c2)n[nH]c1=S | 0% | -23% | 0% | 0.79µM* | -4% | -2% | -7% | ? | 1 | -5% | 2%
CC1CCc2cc(F)ccc2N1S(=O)(=O)c1ccc(Cl)nc1 (stereo unspecified) | ? | -2% | -9% | ? | -11% | -3% | 1% | -11% | -5 | -10% | 0%
COC(=O)C(C#N)C(=C1C(=O)CC(C)(C)CC1=O)c1ccc(O)cc1 (stereo unspecified) | 1% | -11% | 2% | 6%[0.365 µM] | -2% | -5% | 0% | / | 1 | -7% | 0%
O=C(/C=C/c1c(F)cccc1Cl)c1ccc(O)cc1 | 18% | / | 3% | ? | 1% | 0% | 11µM* | 3% | -11 | 5% | 0%
COc1ccc(C2CC(C(F)(F)F)n3nc(C(=O)O)c(Br)c3N2)cc1 (stereo unspecified) | 6% | 8% | 3% | -15% | -15% | 2% | 3% | 12% | -2 | -27% | 2%
O=C(CC(SCCO)c1ccc2c(c1)OCO2)c1cccs1 (stereo unspecified) | ? | 10% | 0% | ? | 0% | 4µM* | 13µM* | 6% | 0 | -1% | ?
O=C(O)c1ccc(/C=C/c2nc3sc4c(c3c(=O)[nH]2)CCC4)cc1 | -5% | 14% | -3% | 2% | 4% | 13% | 19µM* | -6% | -13 | / | 5%
O=C(CCCCCNC(=O)N1CCn2c1nc1ccccc12)N[C@H](C(=O)O)c1ccccc1 | ? | -16% | 3% | -12% | -1% | -6% | 2% | 0% | 16 | 15% | 3%
COc1cccc(CC2(CO)CCN(C(=O)NCCc3ccccc3)CC2)c1 | ? | -23% | -5% | 34% | -26% | -8% | -2% | 3% | 10 | 9% | -1%
CCNS(=O)(=O)c1ccc(NC(=O)c2ccccc2OCC)cc1 | -3% | 0% | -2% | 6% | -8% | -3% | 5%[2.3 µM] | ? | -1 | -7% | -2%
COc1cc(C(=O)NC(=S)Nc2cccc(-c3cc4ccccc4oc3=O)c2)cc(OC)c1OC | ? | 9% | 2% | ? | 0% | -5% | -3% | -6% | -12 | 264%[activator] | 0%
OCCCCNCc1ccc(OCc2ccccc2Cl)cc1 | ? | / | 6% | -11% | -1% | 14% | -9% | -11% | 5 | 6% | 4%
COc1ccc(OC)c(CCNC(=O)CN2C(=O)COc3ccc(S(=O)(=O)N4CCOCC4)cc32)c1 | 10% | 11% | -2% | -5% | -3% | -3% | 2% | -10% | 11 | 1% | 1%
CCCCNC(=O)CNC(=S)N(Cc1ccc(C)cc1)Cc1ccco1 | ? | -9% | 7% | -1% | -6% | -2% | -12% | 7% | -19 | 2% | 1%
